# UTI89 phage lysis – inhibition of K1F phage lysis, E. coli UTI89, bacterial capsule biogenesis inhibitors, alamar blue (AID 488966); E. coli UTI89 K1F phage lysis, alamar blue, 2 h; higher % means a stronger effect; inhibition, % at 100 µM, or IC50 in µM where a hit was titrated; 340,000 tested, 0.02% active;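 active = phage lysis inhibition, versus mean bacterial control, above a set limit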;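 note: capsule biogenesis inhibitors block K1F phage lysis so surviving cells raise fluorescence; higher fluorescence means more inhibition of phage lysis; actives were called in the ten point dose series up to 300 µM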
# An asterisk follows results filed as active; [ ] = remark or other dose. The list is partial. The share of hits here may be higher or lower than overall.
SMILES,UTI89 phage lysis
O=C(NCC(c1ccco1)N1CCc2ccccc2C1)C(=O)Nc1ccccc1 (stereo not given),0.6%[50 µM]
CC(NC(=O)c1ccccc1)C(=O)OCC(=O)c1ccc(Br)cc1 (stereo not given),5.9%
O=C(CCCc1ccccc1)Nc1ccnn1C1CCN(Cc2ccccn2)CC1,0.6%[50 µM]
CC1CCN(C(=O)COC(=O)Cn2cnc3c2c(=O)n(C)c(=O)n3C)CC1,-0.9%
NC(=O)c1ccc(NC(=O)c2cncn2-c2ccccc2)cc1,0.1%
COc1ccc(S(=O)(=O)N2CCOCC2)cc1NC(=O)CSc1nnnn1C1CC1,0.2%[50 µM]
O=S(=O)(c1ccccc1)N1N=C(c2ccccc2)CC1c1ccccc1F (stereo not given),0.1%
C[C@@H](NC(=O)c1[nH]cnc1C(=O)Nc1cccc(Cl)c1)c1ccccc1,1.4%
CSc1nccc(NC(=O)c2cccc(Br)c2)n1,0.3%
COc1ccccc1CC(=O)N1CCOCC1,0.2%
O=C(O)c1ccc(Nc2c3ccccc3nc3ccccc23)cc1,0.9%[50 µM]
CC(C)N(C(=O)[C@H]1C[C@H](CC(=O)NCc2cccc(C(F)(F)F)c2)C(=O)N2CCc3c([nH]c4cc(-c5ccco5)ccc34)[C@]12C)C(C)C,-0.2%
COc1ccccc1N1CCN(C2CC(=O)N(c3ccc(F)cc3)C2=O)CC1 (stereo not given),0.2%
COc1ccc(C(=O)N/N=C(/C)c2cccc(NC(=O)c3ccncc3)c2)cc1OC,0.0%
CCC1CCCCN1S(=O)(=O)c1ccc(C(=O)N(CCCN(C)C)c2nc3cc4c(cc3s2)OCO4)cc1 (stereo not given),0.2%
CC(=O)NC(CC(=O)N(Cc1ccccc1)c1ccc(C)cc1)c1ccccc1 (stereo not given),-0.4%[50 µM]
CCC(=O)Nc1ccc2c(c1)Cc1cc([N+](=O)[O-])ccc1-2,-3.0%
CC1(C)ON(C2CCCCC2)[C@H]2c3nc4ccccc4n3C[C@H]21,1.2%
CN(C)c1ccc(/C=C/c2nc3ccccc3c(=O)n2-c2ccc(C(=O)O)cc2)cc1,-0.4%
O=C(Nc1ccc(S(=O)(=O)Nc2ncccn2)cc1)C1CC(=O)N(c2ccccc2)C1 (stereo not given),1.0%[50 µM]
Cc1ccccc1NC(=O)CN1C(=O)N/C(=C\c2ccccc2OCc2ccc(C(=O)O)cc2)C1=O,-0.2%
O=C(Nc1cccc(NC(=O)c2ccccc2[N+](=O)[O-])c1)c1ccccc1Cl,-2.8%
COc1ccc(OC)c(/C=C/C(=O)Oc2ccc(C(C)=O)cc2)c1,0.1%
CSc1ccccc1NC(=O)c1cc(-c2ccco2)on1,-0.3%
CSc1cccc(N2CC(C(=O)Nc3cccc(S(=O)(=O)N4CCCC4)c3)CC2=O)c1 (stereo not given),0.9%[50 µM]
CCOc1ccc(CCNC(=O)COC(=O)c2cc(OC)c(OC)cc2[N+](=O)[O-])cc1OCC,0.1%[50 µM]
C#CCN1C=CC(=O)[C@@H](OC(=O)Nc2ccc(Br)cc2)[C@H]1c1ccccc1Br,0.0%
CCOC(=O)N1CCN(C(=O)c2ccc3c(Cl)c4c(nc3c2)CCCC4)CC1,2.1%
Cc1nnc(SCC(=O)NC2CCCc3c2cnn3-c2ccc(F)cc2F)o1 (stereo not given),0.0%
O=C(CNC(=O)c1nc[nH]c1C(=O)N1CCNCC1)OCc1ccccc1,-0.4%
C[C@H](CO)N1C[C@H](C)[C@@H](CN(C)C(=O)Nc2ccc(C(F)(F)F)cc2)Oc2c(NC(=O)Nc3ccccc3)cccc2C1=O,2.1%
CCN1CCN(CCCNC(=O)Cn2nc(C)n3nc(-c4ccccc4)cc3c2=O)CC1,1.7%
COc1ccc(CCNC(=O)COC(=O)CSc2ccc([N+](=O)[O-])cc2)cc1OC,1.0%[50 µM]
O=C1OCCN1C(=O)[C@H]1[C@H](c2ccccc2)C(c2ccc(F)cc2)=NN1c1ccccc1,0.2%
CCC1(c2ccccc2)NC(=O)N(CC(=O)NCc2ccccc2OC)C1=O (stereo not given),0.0%
COc1ccc(CCN(C)C(=O)c2cnc(C)cn2)cc1OC,0.5%
CCN(CC)S(=O)(=O)c1ccc(N2CCOCC2)c(NC(=O)C2=COCCO2)c1,0.1%
CCN(CC)c1ccc(NC(=O)COc2ccc(-n3cnnn3)cc2)cc1,-5.1%
COc1ccc2c(CC(=O)N3CCN(S(=O)(=O)c4ccc(F)cc4)CC3)coc2c1,0.8%[50 µM]
O=C(O)c1cccc(Nc2nc(-c3ccc([N+](=O)[O-])cc3)nc3ccccc23)c1,1.5%[50 µM]
O=C(Nc1ccc2c(c1)OCCO2)C1CCCN1C(=O)Nc1ccc(F)cc1 (stereo not given),0.3%
CC(OC(=O)C1CC(=O)N(Cc2ccco2)C1)C(=O)Nc1ccc(F)cc1Cl (stereo not given),0.5%[50 µM]
Cc1ccc(CN(C(=O)c2csnn2)C(C(=O)NC2CCCC2)c2cccnc2)cc1 (stereo not given),0.0%
Cc1ccc([N+](=O)[O-])cc1NC(=O)CN(C)CCOc1ccccc1,-0.2%
Cc1c(Cl)cccc1NC(=S)NC(=O)c1cncc(Br)c1,-0.6%
Cc1cnc(C(=O)OCC(=O)NC(C)c2ccccc2)cn1 (stereo not given),0.2%[50 µM]
COc1ccc(C2CC(c3cccs3)=NN2C(=O)CCC(=O)O)cc1 (stereo not given),-1.5%
COC(=O)[C@@H](Cc1c[nH]c2ccccc12)NCc1ccc(B(O)O)cc1,0.0%
CN(C)CCCNc1oc(-c2ccc(Cl)cc2)nc1S(=O)(=O)c1ccccc1,0.5%[50 µM]
CC(=O)N1CCc2cc(S(=O)(=O)NC(C)c3ccccc3)ccc21 (stereo not given),1.5%[50 µM]
O=C1COc2ccc(C(=O)COc3ccc(Cl)cc3Br)cc2N1,0.4%[50 µM]
Cc1ccc(NC(=O)C2CCC(N3C(=O)C4CCCCC4C3=O)CC2)cc1 (stereo not given),-0.9%
COc1cccc(-c2ccc(NC(=O)C3CCCN(CCCn4cccn4)C3)cc2)c1 (stereo not given),0.0%
CCOC(=O)C1(C(=O)OCC)COC(=O)C2(CC)OC21 (stereo not given),3.7%
CCC(=O)Nc1ccc(NC(=O)c2oc3ccccc3c2C)cc1,0.2%
O=C(Nc1ccc(C(=O)N2CCCC2)cc1)c1ccc(F)cc1Cl,-0.2%
CCOc1ccc(S(=O)(=O)NCCC(=O)N2CCN(c3ccccc3O)CC2)cc1,1.5%[50 µM]
CCc1ccccc1NC(=O)CNC(=O)CSC(=S)N1CCCC1,0.8%[50 µM]
CCOC(=O)N(Cc1ccccc1)C1CC1,0.7%
CCOC(=O)Cn1ccc(NC(=O)COc2ccc(F)cc2F)n1,3.5%
# Further structures follow.
SMILES,UTI89 phage lysis
CC(NC(=O)NC(=O)c1ccc(F)cc1)C1CC1 (stereo not given),0.5%[50 µM]
COc1cccc(CNC(=O)COC(=O)c2cccc(S(=O)(=O)N3CCN(C(C)=O)CC3)c2)c1,0.7%[50 µM]
CN1CCN(S(=O)(=O)c2ccc(Br)c3ccccc23)CC1,-0.9%
COc1ccc(NC(=O)c2ccccc2NC(=O)c2ccco2)cc1,-0.1%
O=C(CCc1nnc2ccc(NCc3ccco3)nn12)N1CCCCC1,0.1%
O=C(O)c1nc(Cl)c(Cl)c(N/N=C/c2ccccc2C(F)(F)F)c1Cl,-0.8%
CNC1(C)[C@H]2CC[C@H](C2)C1(C)C (stereo not given in full),0.7%
Cc1ccc(OCC(O)CN2CCC(Cc3ccccc3)CC2)c(C)c1 (stereo not given),1.4%
CSc1cccc(NC(=S)NC(=O)c2cccnc2)c1,0.3%
CCCCc1ccc(NC(=S)N2CCN(C)CC2)cc1,0.0%
COc1cc(C#N)ccc1OC(=O)Cc1cc(OC)c(OC)c(OC)c1,0.2%
CCCC[C@@H]1C=C(C(=O)O)[C@H](c2ccc3c(c2)OCO3)N1S(=O)(=O)c1ccc(C)cc1,0.1%
N#CC1(Nc2ccc([N+](=O)[O-])cc2)CCCC1,-5.4%
CCc1ccc(CNC(=O)CC2C(=O)NCCN2Cc2ccccc2F)nc1 (stereo not given),0.1%
COc1ccc(C2/C=C\CN(CC(C)C)CC(=O)N2Cc2cccc(F)c2)cc1 (stereo not given),0.4%

# A stretch from the list above:
SMILES,UTI89 phage lysis
CCOC(=O)Cn1ccc(NC(=O)COc2ccc(F)cc2F)n1,3.5%
CC(NC(=O)NC(=O)c1ccc(F)cc1)C1CC1 (stereo not given),0.5%[50 µM]
COc1cccc(CNC(=O)COC(=O)c2cccc(S(=O)(=O)N3CCN(C(C)=O)CC3)c2)c1,0.7%[50 µM]
CN1CCN(S(=O)(=O)c2ccc(Br)c3ccccc23)CC1,-0.9%
COc1ccc(NC(=O)c2ccccc2NC(=O)c2ccco2)cc1,-0.1%
O=C(CCc1nnc2ccc(NCc3ccco3)nn12)N1CCCCC1,0.1%
O=C(O)c1nc(Cl)c(Cl)c(N/N=C/c2ccccc2C(F)(F)F)c1Cl,-0.8%
CNC1(C)[C@H]2CC[C@H](C2)C1(C)C (stereo not given in full),0.7%
Cc1ccc(OCC(O)CN2CCC(Cc3ccccc3)CC2)c(C)c1 (stereo not given),1.4%
CSc1cccc(NC(=S)NC(=O)c2cccnc2)c1,0.3%
CCCCc1ccc(NC(=S)N2CCN(C)CC2)cc1,0.0%
COc1cc(C#N)ccc1OC(=O)Cc1cc(OC)c(OC)c(OC)c1,0.2%
CCCC[C@@H]1C=C(C(=O)O)[C@H](c2ccc3c(c2)OCO3)N1S(=O)(=O)c1ccc(C)cc1,0.1%
N#CC1(Nc2ccc([N+](=O)[O-])cc2)CCCC1,-5.4%
CCc1ccc(CNC(=O)CC2C(=O)NCCN2Cc2ccccc2F)nc1 (stereo not given),0.1%
COc1ccc(C2/C=C\CN(CC(C)C)CC(=O)N2Cc2cccc(F)c2)cc1 (stereo not given),0.4%

# The list continues:
SMILES,UTI89 phage lysis
CC(C)(C)NC(=O)c1ccc(NC(=O)c2ccccc2-c2ccccc2C(=O)O)cc1,-0.5%
COc1cc(OC)cc(C(=O)Nc2ccc(N3CCN(C(=O)c4cccs4)CC3)cc2)c1,-0.2%
Cc1ccc(CNC(=O)C2CCN(S(=O)(=O)c3ccc4nc5c(c(C(=O)O)c4c3)CC(C)CC5)CC2)cc1 (stereo not given),0.6%
O=C(N/N=C/c1ccc2c(c1)OCO2)c1ccn(Cc2ccc(Cl)cc2)n1,0.2%
COc1ccc(CN(C)CCCn2cnc3c(OCc4ccccc4)ncnc32)cc1OC,0.1%
Cc1ccc(S(=O)(=O)N2CCCCC2)cc1NC(=O)c1ccc(Cl)nc1,0.4%[50 µM]
Cc1oc(-c2ccc(Cl)cc2)nc1CSCC(=O)NC1CCN(Cc2ccccc2)CC1,0.3%
CC1CN(C(=O)c2ccc(NS(=O)(=O)c3ccc(C(C)(C)C)cc3)cc2)CC(C)O1 (stereo not given),-0.2%
COc1ccc2c(C)cc(SCC(=O)NC3CCCC3)nc2c1,1.3%[50 µM]
CCc1nn(CC(=O)NCCCN2CCOCC2)c(=O)c2cc3cc(F)ccc3n12,0.6%
O=C(c1sccc1-c1ccccc1)N1CCN(S(=O)(=O)c2ccccc2)CC1,0.7%
CC(OC(=O)Cc1ccc(F)cc1)C(=O)NCc1ccc2c(c1)OCO2 (stereo not given),0.4%[50 µM]
O=C(NCCCN1CCOCC1)c1cc(S(=O)(=O)N2CCN(c3ccccc3)CC2)ccc1Cl,1.0%[50 µM]
COC(=O)[C@@]12CCCCN1[C@H](c1ccc(-c3ccc(F)cc3)c(OC)c1)[C@H]1C(=O)N(C)C(=O)[C@H]12,-0.2%
Cc1cc2ncn(S(=O)(=O)c3ccc(S(N)(=O)=O)cc3)c2cc1C,0.1%

# Quoted at random: 2 entries already listed.
SMILES,UTI89 phage lysis
O=C(N/N=C/c1ccc2c(c1)OCO2)c1ccn(Cc2ccc(Cl)cc2)n1,0.2%
CC(C)(C)NC(=O)c1ccc(NC(=O)c2ccccc2-c2ccccc2C(=O)O)cc1,-0.5%

# Next part.
SMILES,UTI89 phage lysis
O=C(c1cc(Br)c(Br)s1)N1CCc2ccccc2C1,0.4%[50 µM]
CC1CCCN(C(=O)COC(=O)C2=COCCO2)C1 (stereo not given),1.1%
Cn1nnnc1Sc1ncnc2scc(-c3ccccc3Br)c12,0.7%
COc1ccc(CCC(=O)Nc2ccc3c(c2)OCO3)cc1OC,0.1%
CC[C@@]1(C(=O)OC)N[C@H](CN(C)C(=O)c2ccc(C)cc2)[C@@H]2C(=O)N(C)C(=O)[C@@H]21,1.4%
COc1ccc(N(C)S(=O)(=O)c2cccc(C(=O)NC3CCCC(C)C3C)c2)cc1 (stereo not given),0.1%[50 µM]
CC(=O)Nc1ccc(SCCCC(=O)c2ccccc2)cc1,4.7%
Cc1ccc(C(=O)N=c2sccn2C)o1,0.1%
Cc1ccc(S(=O)(=O)N(C)C)cc1NC(=O)C1CCCCN1S(=O)(=O)c1ccccc1 (stereo not given),0.0%[50 µM]
O=C(NCc1ccccc1)c1ccc2ccccc2n1,0.1%
COc1ccccc1C(=O)NC(CCSC)C(=O)OCC(=O)N1CCN(S(=O)(=O)c2ccc(C)cc2)CC1 (stereo not given),0.2%[50 µM]
O=C(CSc1nccc(=O)[nH]1)NC1CCCCCC1,1.1%
Cc1noc(C)c1NC(=O)Nc1cccc2c1O[C@@H](CN(C)C(=O)Nc1ccc3c(c1)OCO3)[C@@H](C)CN([C@H](C)CO)C2=O,-0.5%
CCOc1ccc(C(C(=O)NC(C)(C)C)N(CCOC)C(=O)CCC(=O)Nc2nccs2)cc1 (stereo not given),0.7%
Cc1ccc(CNC(=O)[C@@H](NC(=O)Cc2ccccc2)C(C)C)cc1,-0.2%
CCOC(=O)[C@H]1[C@H]2COc3ccc(Cl)cc3[C@@H]2N2C(=O)c3ccccc3NC(=O)[C@@]12C,0.2%
CCOc1ccc(CCNC(=O)c2ccc(C)c(S(=O)(=O)N3CCOCC3)c2)cc1OCC,0.6%[50 µM]
Cc1ccc(-c2csc(NC(=O)CN3CC(C)OC(C)C3)n2)cc1 (stereo not given),0.1%
CCC1(c2ccccc2)NC(=O)N(CC(=O)Nc2ccc(Cl)c(S(=O)(=O)N3CCCCC3)c2)C1=O (stereo not given),-0.9%[50 µM]
CC(CN1CCCCC1)OC(=O)c1ccco1 (stereo not given),0.2%
